# Screening results deposited in PubChem by several laboratories.
# Spn DPM-DC inh: inhibitors of Streptococcus pneumoniae diphosphomevalonate decarboxylase; purified DPM-DC, PK/LDH coupled NADH fluorescence; calls only at 10 µM; actives 0.49% (n = 65,000); AID 556;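 active means the 320 compounds with the highest percent inhibition in the single-dose primary screen, excluding strongly autofluorescent ones, cut at about 32% in these data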;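 further: kinetic rate of NADH fluorescence loss reporting ADP formed by the decarboxylase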
# KRASV12 cytotoxicity: viability loss of HPDE-C7K cells – cell-based, fluorescence, HTS, primary screen (AID 431) | HPDE-C7K KRASV12 cells, Alamar Blue viability, 48 h; higher % means a stronger effect | one-dose cytotoxicity, % at 10 µM; EC50 in µM for titrated hits | actives 1.7% (n = 63,000);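 active means compounds whose percent cytotoxicity in the single-dose primary screen, scaled between solvent and toxic-drug controls, exceeds 50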;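 further: 0% = DMSO solvent wells and 100% = doxorubicin-treated wells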
# HT1080 viability: HT1080 cell viability loss – fluorescence readout (AID 620); actives 0.42% (n = 87,000); one-dose cytotoxicity, % at 10 µM; EC50 in µM for titrated hits; HT1080 viability, fluorescence; higher % means a stronger effect;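 further: cells exposed to compound overnight then 4 h with Alamar Blue; 0% = vehicle DMSO and 100% = killing control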
# Spn MK inh: S. pneumoniae mevalonate kinase inhibition; purified MK, PK/LDH-coupled NADH absorbance 340 nm; inhibition, % at 10 µM; actives 0.48% (n = 65,000); AID 555;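 active means ranked among the strongest by inhibition in the single 10 µM screen, a fixed top-ranked set picked for dose follow-up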; further: no value below 0 was filed
# TNAP inhibition: human TNAP enzyme inhibitors, biochemical, luminescent (AID 518). purified TNAP enzyme, luminescent substrate readout; higher % means a stronger effect. one-dose inhibition, % at 20 µM; IC50 in µM for titrated hits. actives 0.09% (n = 64,000); in the data active means a potency from the dose series; inactive means the rest, 99 in 100 with inhibition below about 22%;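 further: plate controls were vehicle for no effect and reference inhibitor for full effect; many of its hits are not listed in these tables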
# Spn PMK inh: blocks S. pneumoniae phosphomevalonate kinase. purified PMK, PK/LDH-coupled NADH absorbance 340 nm. inhibition, % at 10 µM. actives 0.49% (n = 65,000). AID 539;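 active means top-ranked compounds by inhibition in the single 10 µM screen, taking a fixed number of the strongest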;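 further: 0% = full reaction with DMSO carrier and 100% = background rate without enzyme reaction; no value below 0 was filed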
# Bfl-1 inhibitors: displacement of Bid BH3 peptide from Bfl-1 – biochemical, fluorescence polarization, FITC-Bid, mouse, primary screen (AID 432) | FITC-Bid BH3 peptide fluorescence polarization displacement; higher % means a stronger effect | displacement, % at 20 µM; hits with a dose series show IC50 in µM | actives 0.02% (n = 64,000); in the data active means a potency from the dose series; inactive means the rest, 99 in 100 with displacement below about 15%; further: strong numbers were not always called active
# HPDE-C7 cytotoxicity: cytotoxicity in HPDE-C7 cells, cell-based, fluorescence, HTS (AID 430). HPDE-C7 pancreatic duct cells viability, fluorescence; higher % means a stronger effect. one-dose cytotoxicity, % at 10 µM; EC50 in µM for titrated hits. actives 1.8% (n = 63,000);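 further: cells exposed to compound for 48 hours before viability readout; 0% = vehicle and 100% = reference cytotoxic drug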
# LYP phosphatase: inhibition of human PTPN22 tyrosine phosphatase – biochemical, DiFMUP fluorescence, recombinant catalytic domain, 10 µM, primary screen (AID 606) | recombinant LYP catalytic domain, DiFMUP fluorescence; higher % means a stronger effect | inhibition, % at 10 µM, or IC50 in µM where a hit was titrated | 52,000 tested, under 10 active;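 active means IC50 under 40 µM in the dose-response test; inactive means IC50 of 40 µM or more, or never dose-tested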
# Spn PMK inh pilot replicates: also measured in Spn PMK inh; calls as there; inhibition, %; measured here: pilot screen replicates
# Spn MK inh pilot replicates: also measured in Spn MK inh; calls as there; inhibition, %; measured here: pilot screen replicates
# Spn DPM-DC inh pilot screen %: also measured in Spn DPM-DC inh; calls as there; inhibition, %; measured here: pilot screen trials
# The depositor's hits bear a star; i = inactive; x = no result given. Unless noted, no stated cut-off is given here; in the data, active means cytotoxicity above about 50%; inactive means the rest.
SMILES,Spn DPM-DC inh,KRASV12 cytotoxicity,HT1080 viability,Spn MK inh,TNAP inhibition,Spn PMK inh,Bfl-1 inhibitors,HPDE-C7 cytotoxicity,LYP phosphatase,others
COc1cccc(N2C(=O)Nc3ccccc3C2(O)C(=O)NCc2ccc3c(c2)OCO3)c1 (stereo not drawn),i,-3.8%,-2.4%,9.0,5.8%,2.0,-1.0%,-4.5%,12.7%,
COCCNC(=O)CN(c1cc(Cl)ccc1OC)S(C)(=O)=O,i,5.5%,x,3.0,11.0%,15.0,-2.4%,3.5%,-1.8%,
CCC(C)NC(=O)C1c2ccccc2C(=O)N1Cc1ccccc1OC (stereo not drawn),i,-3.8%,0.5%,0.0,3.6%,8.0,-6.3%,-28.2%,-4.7%,
Cc1ccc(OCc2nnc(SCC(=O)c3ccccc3)n2Cc2ccco2)cc1,i,x,-2.9%,4.0,12.2%,5.0,5.4%,x,8.3%,
COc1cccc2sc(=NC(=O)c3ccc(S(=O)(=O)N4CCOCC4)cc3)n(C)c12,i,-5.6%,11.7%,0.0,2.4%,14.0,-5.4%,-8.7%,x,
CCOCCCNS(=O)(=O)c1cc(Br)cc2c1N(C(=O)C1CC1)CC2,i,-14.9%,5.3%,7.0,1.5%,0.0,-2.0%,-14.7%,x,
COc1ccc(N2C(=O)C3CCCN3C2c2cccc(C)c2)cc1 (stereo not drawn),i,-17.5%,-6.2%,3.0,8.0%,0.0,-2.2%,-13.4%,4.1%,
CCOC(=O)c1cc(C)sc1N1C(=O)C2C3C=CC(C3)C2C1=O (stereo not drawn),i,-22.1%,10.9%,3.0,7.4%,5.0,-5.4%,-33.3%,-4.2%,Spn PMK inh pilot replicates=1.0;Spn MK inh pilot replicates=0.5;Spn DPM-DC inh pilot screen %=1.0
O=C(Nc1ccc(NC(=O)C2CC2)nc1)c1cccc(F)c1,i,-8.5%,12.2%,2.0,10.1%,7.0,2.7%,-8.8%,x,
O=C(COc1ccccc1)N1CCN(c2nnc(-c3ccccc3)c3ccccc23)CC1,i,22.1%,6.0%,0.0,9.4%,0.0,-14.0%,23.1%,-1.5%,
CCN(CC)S(=O)(=O)c1cccc(C(=O)Nc2cccnc2)c1,i,-8.7%,1.2%,15.0,8.5%,1.0,2.8%,6.5%,3.9%,
O=C(C1CC1)N1CCc2cc(S(=O)(=O)N(CCO)Cc3ccccc3)ccc21,i,3.9%,24.1%,7.0,9.9%,5.0,-2.8%,-3.4%,16.4%,Spn PMK inh pilot replicates=1.5;Spn MK inh pilot replicates=0.0;Spn DPM-DC inh pilot screen %=0.0
CC(=O)n1cc(C2C(=O)CC(C)(C)CC2=O)c2ccccc21,i,-13.8%,-4.8%,6.0,9.1%,0.0,-0.8%,-15.4%,x,
CCNc1nc(NC(C)C)nc(N(C#N)CCOc2ccc(Cl)cc2Cl)n1,i,108.6%*,-0.5%,0.0,19.3%,10.0,0.1%,94.5%*,4.2%,Spn PMK inh pilot replicates=3.5;Spn MK inh pilot replicates=2.0;Spn DPM-DC inh pilot screen %=4.5
N=c1sccn1CC(=O)Nc1ccc2c(c1)CCC2,i,2.3%,0.5%,0.0,22.8%,14.0,0.8%,-4.2%,-5.4%,
CCCc1cc(C(=O)Cc2ccc(F)cc2)c(O)cc1O,i,80.9%*,-1.3%,17.0,2.8%,7.0,0.1%,78.8%*,-18.0%,
COc1ccc(-c2ccc(-c3nnn(CC(C)=O)n3)cc2)cc1,i,-2.3%,-8.7%,0.0,20.5%,17.0,4.0%,-10.6%,5.7%,Spn PMK inh pilot replicates=2.5;Spn MK inh pilot replicates=0.0;Spn DPM-DC inh pilot screen %=2.0
CCOC(=O)c1ccc(NS(=O)(=O)c2ccc(SC)cc2)cc1,i,-6.2%,9.8%,10.0,10.6%,2.0,-0.2%,-15.0%,8.1%,Spn PMK inh pilot replicates=4.5;Spn MK inh pilot replicates=1.0;Spn DPM-DC inh pilot screen %=0.5
COc1ccc(C(=O)OCn2nnc3ccccc3c2=O)cc1OC,i,6.8%,-2.8%,0.0,8.4%,11.0,-5.7%,6.3%,-4.4%,
CCOC(=O)N1CCC(NC(=O)c2ccc3c(c2)sc2nc(-c4ccccc4)cn23)CC1,i,8.5%,x,12.0,7.9%,11.0,-1.6%,7.6%,x,
O=c1[nH]c2sc3c(c2c2nncn12)CCCC3,i,6.7%,7.0%,4.0,15.1%,2.0,7.8%,-8.6%,3.6%,Spn PMK inh pilot replicates=1.5;Spn MK inh pilot replicates=0.5;Spn DPM-DC inh pilot screen %=2.5
COc1ccc(-c2nc3oc4cc(OC)ccc4c(=O)c3c(=O)n2Cc2ccco2)cc1,x,-8.9%,-9.1%,2.0,7.0%,4.0,17.3%,-8.7%,x,
O=C(O)c1cc2c(s1)CCCC2,i,-7.7%,4.3%,3.0,-0.6%,6.0,-2.7%,-14.6%,9.5%,Spn PMK inh pilot replicates=0.5;Spn MK inh pilot replicates=1.5;Spn DPM-DC inh pilot screen %=0.0
CCOC(=O)CSc1nc2ccccc2n1CC(=O)NC(C)(C)C,i,-5.9%,-0.9%,10.0,9.8%,18.0,2.4%,-1.9%,x,
N#Cc1ccc(COC(=O)CSc2nnc(C3CCCCC3)n2N)cc1,i,-31.0%,4.1%,0.0,2.9%,6.0,1.9%,-18.1%,5.2%,

# The closing 5 records of the section above come first, to join the parts.
SMILES,Spn DPM-DC inh,KRASV12 cytotoxicity,HT1080 viability,Spn MK inh,TNAP inhibition,Spn PMK inh,Bfl-1 inhibitors,HPDE-C7 cytotoxicity,LYP phosphatase,others
O=c1[nH]c2sc3c(c2c2nncn12)CCCC3,i,6.7%,7.0%,4.0,15.1%,2.0,7.8%,-8.6%,3.6%,Spn PMK inh pilot replicates=1.5;Spn MK inh pilot replicates=0.5;Spn DPM-DC inh pilot screen %=2.5
COc1ccc(-c2nc3oc4cc(OC)ccc4c(=O)c3c(=O)n2Cc2ccco2)cc1,x,-8.9%,-9.1%,2.0,7.0%,4.0,17.3%,-8.7%,x,
O=C(O)c1cc2c(s1)CCCC2,i,-7.7%,4.3%,3.0,-0.6%,6.0,-2.7%,-14.6%,9.5%,Spn PMK inh pilot replicates=0.5;Spn MK inh pilot replicates=1.5;Spn DPM-DC inh pilot screen %=0.0
CCOC(=O)CSc1nc2ccccc2n1CC(=O)NC(C)(C)C,i,-5.9%,-0.9%,10.0,9.8%,18.0,2.4%,-1.9%,x,
N#Cc1ccc(COC(=O)CSc2nnc(C3CCCCC3)n2N)cc1,i,-31.0%,4.1%,0.0,2.9%,6.0,1.9%,-18.1%,5.2%,
CN(C)CCNc1oc(COc2cccc(Cl)c2)nc1C#N,i,-12.2%,-8.5%,11.0,1.6%,12.0,-1.3%,-1.2%,x,
C=CCNc1nc(N2CCOCC2)c(C#N)c2c1CN(C)CC2,i,4.9%,11.1%,11.0,11.5%,4.0,-1.5%,0.6%,1.7%,
CCN1C(=O)c2cccc3c(NC(=O)c4ccc(S(=O)(=O)N5CCOCC5)cc4)ccc1c23,i,13.0%,-6.4%,6.0,10.5%,10.0,2.2%,8.7%,x,
COc1ccc(OC)c2c(C)cc(NCCN3CCOCC3)nc12,x,x,7.3%,5.0,9.8%,10.0,-4.8%,x,-8.0%,
CCOc1cc(-c2nc3cc(C)ccn3c2NCC2CCCO2)ccc1O (stereo not drawn),x,-4.3%,35.0%,0.0,16.1%,14.0,-3.6%,-0.8%,-5.8%,
O=S(=O)(c1cccs1)N1CCN(CC(O)COc2cc(Cl)ccc2Cl)CC1 (stereo not drawn),i,39.7%,10.0%,0.0,8.8%,10.0,-2.8%,48.1%,-8.6%,
CCSc1nnc(NC(=O)c2ccccn2)s1,i,33.8%,-11.0%,0.0,-14.5%,3.0,7.0%,45.4%,2.1%,Spn PMK inh pilot replicates=0.0;Spn MK inh pilot replicates=0.5;Spn DPM-DC inh pilot screen %=1.5
COC(=O)c1ccc(NC(=O)C2CCCO2)cc1 (stereo not drawn),i,-9.5%,-3.9%,9.0,5.1%,20.0,-4.7%,-5.8%,9.4%,
COc1ccc2[nH]cc(C(=O)CN(C)CCc3ccc(OC)c(OC)c3)c2c1,i,10.5%,5.1%,4.0,12.2%,5.0,-5.7%,17.8%,4.0%,
CCOc1cc(C(=O)OCC(=O)NCc2ccco2)cc(OCC)c1OCC,i,0.4%,-4.9%,6.0,11.8%,12.0,0.1%,-1.3%,21.1%,
Cc1ccc(-c2nn(C)c(=O)c3ccccc23)cc1CN1CCOCC1,i,-4.1%,2.6%,0.0,16.4%,0.0,-0.4%,1.7%,x,
CC1=CCC2C(=O)N(c3nc(C)cc(C)n3)C(=O)C2C1 (stereo not drawn),i,9.9%,6.1%,2.0,17.8%,9.0,9.1%,3.3%,15.4%,Spn PMK inh pilot replicates=0.5;Spn MK inh pilot replicates=0.0;Spn DPM-DC inh pilot screen %=0.0
CCOc1ccc(N2C(=O)c3cccnc3C2=O)cc1,i,-17.0%,-1.2%,0.0,2.1%,12.0,-2.3%,-19.9%,10.7%,
N#Cc1ccc(NC(=O)CN2C(=O)NC(Cc3ccccc3)C2=O)cc1 (stereo not drawn),i,8.9%,0.7%,0.0,3.9%,10.0,-2.1%,-4.0%,-1.2%,
CCOc1ccc(OCC)c(NC(=O)CN(c2ccc(C)cc2)S(=O)(=O)c2c(C)noc2C)c1,i,-6.3%,4.9%,1.0,7.4%,8.0,-2.2%,-10.2%,x,
Cc1cccc(C)c1NC(=O)Cn1nnc(-c2ccc(N3CCOCC3)cc2)n1,i,6.3%,4.9%,0.0,13.4%,15.0,-0.6%,1.3%,12.0%,
CC(C)CCn1c(=O)c2ccccc2n2c(CN(C)Cc3ccccc3)nnc12,i,-14.2%,-3.7%,0.0,15.3%,5.0,-3.5%,-12.8%,-9.6%,Spn PMK inh pilot replicates=3.0;Spn MK inh pilot replicates=0.0;Spn DPM-DC inh pilot screen %=2.0
O=C(COc1ccc(S(=O)(=O)NC2CCCC2)cc1)N1CCCCCC1,i,-8.4%,22.4%,6.0,1.7%,1.0,-4.6%,-5.3%,-3.7%,
Cn1c(C(=O)N2CCCc3ccccc32)cc2c(=O)n3ccccc3nc21,i,1.8%,19.1%,14.0,19.0%,16.0,-2.3%,9.0%,19.0%,
CCC(C)c1ccc(NC(=O)CC(C)=O)cc1 (stereo not drawn),i,3.5%,x,9.0,7.1%,11.0,0.1%,7.4%,16.0%,
